BLM inh = Bloom syndrome helicase (human) inhibition; recombinant BLM DNA unwinding, fluorescence dequenching; Potency, µM (top dose mostly 56.1 µM), for inactives: at the top dose activity change, negative = inhibition, most hits filed as inhibitors; 350,000 compounds, 0.2% hits;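 further: plate controls were vehicle for no effect and no enzyme for full effect; nearly all actives have a fitted effect of over 35% in size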
POLI inh = inhibitors of human DNA polymerase iota | Potency, µM (top dose mostly 115 µM), for inactives: at the top dose activity, negative = inhibition, actives largely listed as inhibitors | 390,000 compounds, 1% hits | Pol iota fluorescent replication assay, 10 min | AID 588590 | Q9UNA4
Target sequence (Q9UNA4 whole entry, looked up): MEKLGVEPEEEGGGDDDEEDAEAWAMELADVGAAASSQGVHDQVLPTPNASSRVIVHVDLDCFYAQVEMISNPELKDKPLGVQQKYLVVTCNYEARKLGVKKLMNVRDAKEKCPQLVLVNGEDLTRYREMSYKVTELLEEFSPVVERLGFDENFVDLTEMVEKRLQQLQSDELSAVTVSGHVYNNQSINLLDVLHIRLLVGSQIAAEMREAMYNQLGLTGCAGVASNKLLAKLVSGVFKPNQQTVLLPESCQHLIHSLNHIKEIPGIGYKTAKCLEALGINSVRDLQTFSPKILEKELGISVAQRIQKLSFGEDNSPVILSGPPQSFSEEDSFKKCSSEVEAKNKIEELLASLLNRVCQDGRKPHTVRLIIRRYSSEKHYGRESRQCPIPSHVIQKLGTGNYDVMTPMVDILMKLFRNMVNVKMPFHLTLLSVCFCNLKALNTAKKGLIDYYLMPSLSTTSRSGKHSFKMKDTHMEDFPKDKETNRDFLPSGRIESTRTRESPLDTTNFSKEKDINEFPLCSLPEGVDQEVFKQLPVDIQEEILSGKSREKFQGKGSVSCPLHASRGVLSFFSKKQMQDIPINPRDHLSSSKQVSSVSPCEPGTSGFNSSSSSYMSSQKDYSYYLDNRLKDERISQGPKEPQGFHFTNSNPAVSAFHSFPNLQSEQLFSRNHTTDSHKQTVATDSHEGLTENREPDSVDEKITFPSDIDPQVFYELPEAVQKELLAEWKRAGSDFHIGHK
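Pol iota at 10 nM preincubated 15 min with compounds at room temperature; reaction started with fluorescent substrate, 50 nM final. Fluorescence read kinetically at 0 and 10 min; buffer-only wells as negative control.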
Tb PGK inh = blocks T. brucei phosphoglycerate kinase; AID 602233; Potency, µM (titrated, usually from 57.5 µM), without a hit: at the highest dose activity change, negative = inhibition, usual class: inhibitors; PGK/GAPDH coupled, Kinase-Glo luminescence, 60 min; 380,000 compounds, 0.043% hits; further: on the % scale 0 is the no-effect control and ±100 the full control effect; nearly all actives have a fitted effect of over 60% in size
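Recombinant glycosomal PGK reaction used 1,3-bisphosphoglycerate generated in-well by GAPDH (100nM final) in 100mM TEA pH 7.6, 5mM MgCl2, 0.01% Tween-20. After 60 minutes at room temperature, ATP was read by Kinase-Glo Plus luminescence end-point.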
HP1b binding inh = inhibitors of HP1-beta chromodomain binding to methylated histone tails; P83916; AlphaScreen HP1-beta / biotin-H3K9me3 peptide binding; Potency, µM (highest dose often 114 µM), without a hit: top-dose activity change, negative = inhibition, most hits filed as inhibitors; 390,000 compounds, 0.56% hits; further: nearly all actives have a fitted effect of over 70% in size; inactives centre near 23
Target sequence (P83916 whole entry, looked up): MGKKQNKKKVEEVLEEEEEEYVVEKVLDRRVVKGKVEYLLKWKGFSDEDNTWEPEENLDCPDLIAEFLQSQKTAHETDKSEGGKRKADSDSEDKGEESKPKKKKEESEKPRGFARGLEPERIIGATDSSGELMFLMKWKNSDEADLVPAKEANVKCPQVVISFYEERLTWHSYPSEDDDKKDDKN
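AlphaScreen: HP1-beta (50 nM) preformed 30 min with biotin-H3(1-18)K9me3 peptide (50 nM) in PBS pH 7.4, 0.01% Tween-20. Compound added for 30 min at RT, then streptavidin donor/nickel chelate acceptor beads (10 ug/mL) for 30 min.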
Pin1 inh = blocks the human prolyl isomerase Pin1; Q13526; 390,000 compounds, 0.009% hits; Potency, µM (titrated, usually from 115 µM), for inactives: top-dose activity, negative = inhibition, usual class: inhibitors; Pin1 FP peptide displacement, HiFluor488, 10 min; active means well fitted inhibition curve with a large enough effect in the polarisation, with a control signal flat, not every such curve was filed as active; inconclusive means small, poorly fitted or top-dose-only effect, or effect the other way, or a change in a side signal; inactive means no such curve, though single readings can be large or run the other way; the % refers to the polarisation; further: on the % scale 0 is the no-effect control and ±100 the full control effect
Target sequence (Q13526 whole entry, looked up): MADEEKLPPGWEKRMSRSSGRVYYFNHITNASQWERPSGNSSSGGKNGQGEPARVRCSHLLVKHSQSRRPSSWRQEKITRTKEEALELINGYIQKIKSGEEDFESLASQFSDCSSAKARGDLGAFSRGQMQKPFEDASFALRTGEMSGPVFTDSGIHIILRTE
G9a inh = blocks human histone lysine methyltransferase G9a | G9a H3K9 monomethylation, AlphaScreen, 2 h | Potency, µM (top dose mostly 102 µM), inactives show at the highest dose activity, negative = inhibition, usual class: inhibitors | 350,000 compounds, 8.8% hits | AID 504332; further: on the % scale 0 is the no-effect control and ±100 the full control effect; nearly all actives have a fitted effect of over 75% in size
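Enzyme 20 nM + cpd, 15 min RT; add b-H3K9 pep 500 nM / SAM 20 uM; 2 h RT; anti-H3K9me1 Ab 0.5 ug/mL + SA donor / anti-rabbit acceptor beads 20 ug/mL each, 10 min; AlphaScreen read.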
GLS inhibitor = blocks human kidney-isoform glutaminase activity. 410,000 compounds, 0.21% hits. O94925. Potency, µM (titrated, usually from 45.5 µM), inactives show top-dose activity change, negative = inhibition, actives largely listed as inhibitors. GLS enzymatic activity, qHTS titration; further: on the % scale 0 is the no-effect control and ±100 the full control effect
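Human kidney-isoform GLS in 45 mM KH2PO4 pH 8.2, 0.02% Tween-20, with compound, started with 1mM L-Glutamine (added stock). Glutamate oxidase/HRP/Amplex red coupled fluorescence read at start and after 30 min at RT.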
JMJD2A Tudor inh = blocks the human JMJD2A Tudor domain. AID 504339. Potency, µM (titrated, usually from 114 µM), inactives show at the highest dose activity change, negative = inhibition, most hits filed as inhibitors. AlphaScreen JMJD2A-Tudor / H3K4me3 peptide binding. 390,000 compounds, 4.4% hits. O75164; further: on the % scale 0 is the no-effect control and ±100 the full control effect; nearly all actives have a fitted effect of over 50% in size
BAZ2B block = inhibitors of human BAZ2B bromodomain. Q9UIF8. AlphaScreen BAZ2B-H3K14Ac peptide displacement. Potency, µM (series often up to 114 µM), for the others: top-dose activity change, negative = inhibition, usual class: inhibitors. 360,000 compounds, 4.4% hits. AID 504333; further: on the % scale 0 is the no-effect control and ±100 the full control effect; nearly all actives have a fitted effect of over 60% in size
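BAZ2B 50 nM plus b-H3(5-23)K14Ac 50 nM, PBS pH 7.4/0.01% Tween-20, 30 min RT; compound added (max 110 uM), 30 min RT; streptavidin donor/Ni-chelate acceptor beads 10 ug/mL final, 20 min dark; AlphaScreen read.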
Starred values were filed as active, the others as inactive; i = inactive; ? = inconclusive; nt = not tested or not shown; [ ] = remark or other dose. Unless noted, the call rests on the fitted dose curve; in most records, active means well fitted curve in the direction sought with a large enough effect; inconclusive means small, poorly fitted or top-dose-only effect, or another doubt; inactive means no such curve, though single readings can be large; an effect the other way counts as inactive or inconclusive. Potency means the concentration at half of the fitted maximal effect. Some of the compounds tested (hit frequency here may not be typical).

SMILES	BLM inh	POLI inh	Tb PGK inh	HP1b binding inh	Pin1 inh	G9a inh	GLS inhibitor	JMJD2A Tudor inh	BAZ2B block
CCN(CC)S(=O)(=O)c1ccc(NC(=O)CO/N=C(\N)c2ccccc2)cc1	nt	10%	-3%	16%	-4%	4%	3%	-15%	-7%
CCc1ccc(CN(C)CC(=O)Nc2ccc3c(c2)CCC3)cc1	-6%	6%	i	109%[activator]	-2%	59%[activator]	0%	38%[activator]	40%[activator]
O=C(Cc1nnc(NC(=O)Nc2ccc(F)cc2)s1)NCc1ccccc1	-1%	11%	-1%	25%	8%	9%	9%	-10%	-24%
COc1cc2nc(NCCc3ccccc3)n3nc(-c4cccnc4)nc3c2cc1OC	-10%	8%	-1%	10%	1%	8%[59 µM]	-10%	-12%	?
COC(=O)C(CCSC)NC(=O)c1c(C)oc2ncn(CC(C)C)c(=O)c12 (stereo unspecified)	1%	5%	6%	27%	0%	-23%[59 µM]	-7%	-7%	5%[57.1 µM]
CN1C=CC2=C(C#N)C(N)C(C#N)(C#N)[C@H](c3ccccc3)[C@H]2C1 (stereo partly specified)	-7%	26%	6%	50%	?	?	6%	-16%	-9%
O=C(O)/C=C/C(=O)NNC(=O)c1ccc(Cl)cc1Cl	-13%	74%[activator]	6%	10%	-3%	?	12%	-8%[11.4 µM]	?
COc1ccc(CC(=O)Nc2ccc(C(=O)NC(C)(C)C)cc2)cc1OC	-4%	9%	-5%	38%[activator]	-1%	21%	-7%	-10%	1%
CCOC(=O)c1c(C)[nH]c(C)c1C(=O)COC(=O)/C=C/c1ccco1	nt	?	-14%	-2%	-1%	?	-4%	-35%	?
CCCn1c(CNc2ccccc2O)nc2ccccc21	-8%	30%[activator]	-4%	-7%	0%	?	20%	?	?
COc1ccc(C(=O)NCC(c2cccs2)S(=O)(=O)c2ccc(F)c(C)c2)cc1 (stereo unspecified)	-3%	0%	2%	11%	-3%	1%[59 µM]	6%	-2%	2%
S=C(NC1CCCC1)NN1CCOCC1	-2%	35%[activator]	4%	35%	-1%	-17%	6%	-1%	-10%
Cc1nn(C/C(C#N)=N\O)c(C)[n+]1N	0%	0%	-4%	86%[activator]	4%	-35%[12.7 µM]	2%	-21%[57.1 µM]	-35%
CC1(C)CC(=O)C/C(=N\NC(=O)C2C3CCCCC32)C1 (stereo unspecified)	1%	94%[activator]	-2%	20%	-4%	8%	?	-8%	-16%
CCN(CC)S(=O)(=O)c1cc(NC(=O)C2CSC3(C)CCC(=O)N23)ccc1C (stereo unspecified)	nt	16%	-1%	30%	6%	7%[12.7 µM]	-1%	-15%	6%

Four compounds drawn at random from those above, as already listed:
SMILES	BLM inh	POLI inh	Tb PGK inh	HP1b binding inh	Pin1 inh	G9a inh	GLS inhibitor	JMJD2A Tudor inh	BAZ2B block
O=C(O)/C=C/C(=O)NNC(=O)c1ccc(Cl)cc1Cl	-13%	74%[activator]	6%	10%	-3%	?	12%	-8%[11.4 µM]	?
Cc1nn(C/C(C#N)=N\O)c(C)[n+]1N	0%	0%	-4%	86%[activator]	4%	-35%[12.7 µM]	2%	-21%[57.1 µM]	-35%
CCN(CC)S(=O)(=O)c1cc(NC(=O)C2CSC3(C)CCC(=O)N23)ccc1C (stereo unspecified)	nt	16%	-1%	30%	6%	7%[12.7 µM]	-1%	-15%	6%
COc1cc2nc(NCCc3ccccc3)n3nc(-c4cccnc4)nc3c2cc1OC	-10%	8%	-1%	10%	1%	8%[59 µM]	-10%	-12%	?

Other entries follow.
SMILES	BLM inh	POLI inh	Tb PGK inh	HP1b binding inh	Pin1 inh	G9a inh	GLS inhibitor	JMJD2A Tudor inh	BAZ2B block
COc1ccccc1C(C)NC(=O)CN(C)CC(=O)Nc1c(C)cccc1C (stereo unspecified)	nt	11%	-6%	43%[activator]	-9%	?	-5%	-15%	-1%
Cc1cc2cc(CNS(=O)(=O)N(C)C)ccc2[nH]1	-12%	28%	0%	-20%	4%	?	10%	?	-14%
Cc1ccc(C(=O)Nc2nc(=O)n(C(=O)C3CC3)s2)cc1	0%	-4%	i	26%	-4%	-31%[12.7 µM]	9%	-13%	?
Cc1cccc(OCc2nnc(SCC(=O)NC3CCCC3)n2C)c1	-4%	148%[activator]	-9%	53%[activator]	-1%	9%	-6%	1%	4%
COc1cccc(CNC(=O)c2cccc(NC(=O)C3=C(C)OCCS3)c2)c1	1%	29%	-4%	-1%	-2%	?	12%	-25%	-38%
COc1ccc2c(C)cc(SCC(=O)Nc3ncc(Cl)cc3Cl)nc2c1	5%	14%	-3%	26%	0%	25µM*	0%	-6%	-3%
CCCNC(=O)NC(=O)CSc1cccc(C(F)(F)F)c1	0%	21%	-12%	30%	12%	23%	2%	-9%	-2%
CC(C)c1ccc(Nc2c(-c3ccccn3)nc3ccccn23)cc1	-9%	12%	i	?	3%	?	11%	32µM*	22µM*
Cc1ccc(NC(=O)C2CCCO2)cc1[N+](=O)[O-] (stereo unspecified)	0%	-3%	12%	20%	4%	-5%	6%	-10%	0%
O=c1[nH]c(NCCO)nc2c1C1(CCCCC1)Cc1ccccc1-2	-4%	-5%	-6%	6%	0%	-4%[59 µM]	10%	-22%	-26%
CCN1CCN(c2ccc(S(=O)(=O)N3CCOCC3)cc2NC(=O)/C=C/c2ccc([N+](=O)[O-])cc2)CC1	nt	8%	2%	-8%	8%	-14%[2.33 µM]	5%	-27%	?
O=C(NNC(=O)c1ccccc1Br)c1cccc(Cl)c1	-2%	-19%	-2%	5%	0%	10%[2.33 µM]	26%	-14%	8%
CCn1c2ccccc2c2nc3cc(C(=O)O)ccc3nc21	-2%	53%[activator]	-4%	20%	?	-17%	-3%	-14%	-37%
Cc1cccc(C)c1NC(=O)Cn1cc(S(=O)(=O)Cc2ccc(F)cc2)c2ccccc21	-29%	?	-15%	-17%	-2%	-32%[59 µM]	?	?	?
COc1cc(C2CC(=O)N(CC(=O)NCc3ccco3)c3ccccc3S2)cc(OC)c1OC (stereo unspecified)	-3%	-1%	-6%	-1%	6%	-13%[59 µM]	0%	-29%	-29%
Cc1ccc(CNC(=O)CCc2c(C)c3cc4c(C)coc4cc3oc2=O)cc1	-5%	8%	-1%	86%[activator]	20%	7%[59 µM]	-3%	-18%	1%
COc1ccc(/C=C/C(=O)OCC(=O)NC2CC2)c(OC)c1	nt	17%	8%	41%[activator]	?	nt	6%	-5%	nt
O=C(Nc1nnc(Cc2ccccc2F)s1)Nc1ccccc1F	-7%	29%	9%	24%	-2%	nt	-2%	2%	-1%
N#CCCn1cc(C=O)c(-c2cccs2)n1	-2%	73%[activator]	12%	-11%	2%	8%	17%	?	-4%
Nc1cc(C(F)(F)F)ccc1OCC1CCCO1 (stereo unspecified)	0%	19%	-2%	32%	-8%	19%	-1%	-4%	2%
COc1ccc(NC(=O)/C(=C/c2ccc3c(c2)OCO3)NC(C)=O)cc1	-6%	21%	i	31%	-5%	0%[59 µM]	13%	-14%	-13%
Cc1cccc(NC(=O)CNC(=O)Cc2ccc(S(=O)(=O)N3CCOCC3)s2)c1C	nt	11%	i	24%	21%	1%[12.7 µM]	3%	-14%	-6%
CCOc1ccc(NC(=O)C[n+]2ccccc2)cc1	0%	0%	-11%	9%	16%	49%[59 µM]	9%	-19%	15%
O=C(CCc1c[nH]c2ccccc12)NCCc1ccc(O)cc1	-6%	29%	-9%	34%	0%	14%	15%	-23%	2%
C=C(C)Cn1c(Sc2nc3ccccc3[nH]2)nc2c1c(=O)[nH]c(=O)n2C	5%	50%[activator]	-8%	34%[activator]	1%	-9%[59 µM]	1%	-8%	26%
COc1ccc(C(=O)NCCn2cc(SCc3cccc(F)c3)c3ccccc32)cc1OC	-8%	-30%	-2%	7%	-1%	-7%[59 µM]	12%	-31%	?
Cc1ccc(N2C(=O)c3ccc(C(=O)N4CCN(c5cccc(C)c5C)CC4)cc3C2=O)cc1	-6%	2%	-9%	28%	-3%	-2%[59 µM]	-3%	-23%	-2%
O=S(=O)(c1ccc(Br)cc1)N1CCN(c2nc(-c3cccs3)nc3ccccc23)CC1	nt	10%	nt	18%	-3%	nt	nt	-28%	nt
CCN(C(=O)CSc1nc2cc(Cl)ccc2c(=O)n1CC(C)C)C1CCS(=O)(=O)C1 (stereo unspecified)	nt	38%[activator]	-3%	19%	4%	2%[0.501 µM]	2%	-9%	-2%
CCOC(=O)C1C(=O)NC(N2CCCCC2)=NC1C(C)C (stereo unspecified)	2%	-2%	i	22%	-1%	-11%	3%	-8%	-20%
CN(C1=C(NC(=O)c2ccccc2)C(=O)c2ccccc2C1=O)C1CCS(=O)(=O)C1 (stereo unspecified)	-29%	7.9µM*	-11%	-15%	?	?	-2%	?	50µM*
COc1ccc(Br)cc1CNC(=O)c1cc(=O)[nH]c2ccc(S(=O)(=O)N3CCCC3)cc12	-1%	20%	-7%	39%[activator]	12%	-4%[59 µM]	-7%	-10%	1%
Cc1nc2c(-c3ccccc3)c(C)nn2c(C)c1CCC(=O)N1CCN(c2ccc(F)cc2)CC1	-5%	18%	-6%	22%	-16%	-4%[59 µM]	5%	-21%	-24%
Cn1c(=O)c2[nH]c(CN3CCN(Cc4ccccc4)CC3)nc2n(C)c1=O	1%	-15%	-9%	9%	-5%	?	7%	8.9µM*	-5%
COCCCN(C(=S)NC(=O)C(C)(C)C)c1c(N)n(Cc2ccccc2)c(=O)[nH]c1=O	-3%	27%	-2%	80%[activator]	-7%	-6%	30%[activator]	-7%	-14%
Cc1cc(C(=O)COC(=O)C2=COCCO2)c(C)n1-c1ccc2c(c1)OCO2	-4%	21%	7%	9%	4%	?	-1%	-24%[57.1 µM]	50µM*
COc1cc(C(=O)Nc2nc(-c3ccc(Cl)cc3)c(C)s2)ccc1OCC(=O)Nc1ccc(F)cc1	-1%	3%	1%	25%	9%	?	8%	-9%	0%
Oc1ccc(-c2nccc(-c3ccccn3)n2)cc1	-5%	14%	5%	40%[activator]	2%	-30%	6%	-2%	-14%
COc1cc(C(=O)OC(C)CN2CCN(C)CC2)cc(OC)c1OC (stereo unspecified)	-1%	-6%	i	10%	-13%	-39%	-16%	-2%[11.4 µM]	0%

Compound activity: PubChem BioAssay, National Center for Advancing Translational Sciences (NCATS)
